PPARg SRC2 recr: agonists of PPARg-SRC-2 recruitment, primary screen, biochemical, HTS | hit rate 0.34% among 200,000 | activation, % at 8 µM | PPARgamma LBD-SRC-2 recruitment; in the data active = activation above about 22%;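 also: 0% = vehicle and 100% = reference agonist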
Target sequence (P37231 whole entry, looked up, the tested form may be a part): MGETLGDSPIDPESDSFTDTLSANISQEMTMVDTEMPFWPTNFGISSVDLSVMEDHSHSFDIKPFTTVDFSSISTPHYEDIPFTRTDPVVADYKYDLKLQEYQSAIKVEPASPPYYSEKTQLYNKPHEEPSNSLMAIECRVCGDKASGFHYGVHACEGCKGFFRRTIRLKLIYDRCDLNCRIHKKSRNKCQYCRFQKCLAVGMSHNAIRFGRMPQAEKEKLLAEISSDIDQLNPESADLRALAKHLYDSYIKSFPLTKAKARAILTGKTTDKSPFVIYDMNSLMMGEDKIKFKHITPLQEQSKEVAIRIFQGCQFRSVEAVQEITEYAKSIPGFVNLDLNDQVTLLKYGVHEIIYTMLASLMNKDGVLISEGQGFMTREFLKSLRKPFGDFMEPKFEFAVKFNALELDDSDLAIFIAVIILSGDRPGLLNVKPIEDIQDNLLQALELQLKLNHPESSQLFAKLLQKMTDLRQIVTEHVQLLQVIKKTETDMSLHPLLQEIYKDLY
ROMK primary: ROMK potassium channel modulators, primary screen, cell-based, thallium flux, MLSMR library; Tet-inducible ROMK, thallium flux fluorescence; actives lie on both sides; ATP-sensitive inward rectifier potassium channel 1 (Homo sapiens), P48048; B-score at 10 µM; hit rate 2% among 130,000;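 active = signal ratio slope over the read window, or its plate-corrected B-score, at least 3 SD from the plate mean, either direction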;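 also: B-score of the F/F0 ratio slope over 7 to 12 s after thallium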
PPARg SRC-3 ag: PPARgamma agonists recruiting SRC-3 coactivator, primary screen, biochemical; activation, % at 8 µM; biochemical PPARgamma/SRC-3 coactivator recruitment assay; hit rate 0.26% among 200,000; AID 731, 2007; in the data active = activation above about 23%;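 also: 0% = DMSO and 100% = reference agonist; some compounds past the cut are filed as inactive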
TNAP act hiacc: TNAP activators at high phosphate acceptor level, primary screen, biochemical, luminescence, uHTS; purified TNAP, CDP-star luminescence, 1 M DEA, 30 min; stronger effect = higher value; 0 = EDTA background, 1 = DMSO-only activity; activation factor at 20 µM; 200,000 tested, under 10 active; AID 1136, 2008;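 active = activation factor at least 2 at 20 µM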
Target sequence (P05186 whole entry, looked up): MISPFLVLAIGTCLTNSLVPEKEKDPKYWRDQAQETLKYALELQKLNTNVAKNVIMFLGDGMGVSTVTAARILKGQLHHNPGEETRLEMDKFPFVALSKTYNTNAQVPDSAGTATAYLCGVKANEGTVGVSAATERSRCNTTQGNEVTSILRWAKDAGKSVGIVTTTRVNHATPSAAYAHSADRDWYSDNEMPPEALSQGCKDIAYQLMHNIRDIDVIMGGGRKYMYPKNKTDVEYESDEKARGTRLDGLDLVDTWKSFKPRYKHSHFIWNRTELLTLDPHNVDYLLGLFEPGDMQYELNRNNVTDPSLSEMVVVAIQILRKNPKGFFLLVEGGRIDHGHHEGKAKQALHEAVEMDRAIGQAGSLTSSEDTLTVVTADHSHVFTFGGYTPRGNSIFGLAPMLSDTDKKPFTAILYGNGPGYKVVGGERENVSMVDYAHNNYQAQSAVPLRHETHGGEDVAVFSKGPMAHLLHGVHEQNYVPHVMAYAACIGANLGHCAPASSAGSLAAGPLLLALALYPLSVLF
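Control set: EDTA negative control, DMSO positive control / Assay system: human TNAP / Quantity: TNAP 1/800 final / Evaluation: TNAP activation factor scaled between EDTA and DMSO control wells / Measured by: luminescent substrate turnover signal / Compound dosing: one dose, 20 µM / Times: 30 min enzyme reaction at room temperature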
STAT1 blocker: STAT1 signaling inhibitors, primary screen, cell-based, HTS, luciferase reporter | NIH 3T3 STAT1-luciferase reporter, IFN-gamma, luminescence | inhibition, % at 5.5 µM | hit rate 0.35% among 200,000 | AID 920, 2007;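 active = inhibition above a set limit, the mean inhibition across all tested compounds plus 3 SD, cut at about 34% in these data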;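 also: 0% = IFN-gamma with DMSO and 100% = IFN-gamma with 300 µM nifuroxazide; values of inactives mirror those of a sister screen read the other way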
STAT3 activator: IL-6 driven STAT3 reporter potentiators, primary screen, U3A cells, luciferase, luminescence, MLSCN library; IL-6 STAT3-luciferase reporter; 100% = signal with IL-6 EC80 alone; activation (% of control), % at 5.6 µM; hit rate 0.91% among 190,000;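 active = activation above the screen-wide mean of compound activation plus 3 SD, cut at about 130% in these data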;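 also: 0% = background luminescence of wells with medium and substrate only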
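Test system: Human STAT1-deficient U3A cells with stable STAT3-luciferase reporter | Also added: Interleukin-6, 33 ng/mL | Timing: Compound pre-incubation 1 h before IL-6, then 6 h stimulation at 37 °C | Technique: Luciferase reporter luminescence | Read-out: Percent of IL-6-only median luminescence | Benchmarks: IL-6-only wells as 100% reference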
bIAP act: bovine intestinal alkaline phosphatase activators, primary screen, biochemical, bovine IAP, CDP-star luminescence; activation factor at 20 µM; purified bovine IAP, 30 min; stronger effect = higher value; fold of DMSO-control signal, blank-subtracted; alkaline phosphatase, intestinal [Bos taurus]; hit rate 0.17% among 200,000; AID 1016, 2008;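 active = activation factor of 2 or more at 20 µM, a signal rise over negative controls twice the positive control's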
PPARg SRC1 recr: PPARgamma agonists recruiting SRC-1 coactivator, primary screen, biochemical | Peroxisome proliferator-activated receptor gamma (Homo sapiens), P37231 | PPARgamma-SRC-1 coactivator recruitment biochemical assay | activation, % at 8 µM | hit rate 0.41% among 200,000 | AID 631, 2007; in the data active = activation above about 19%;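 also: 0% = DMSO and 100% = reference agonist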
TR-FRET SRC-2 ct: TR-FRET signal artefacts, primary screen, artefact control for PPARgamma SRC-2 agonist project, biochemical | TR-FRET artefact counter-screen; stronger effect = higher value | TR-FRET ratio at 8 µM | hit rate 0.4% among 200,000 | AID 1049, 2008; in the data active = TR-FRET ratio above about 2000; also: inactives centre near 1500
STAT3 inh: IL-6 driven STAT3 reporter inhibitors, primary screen, U3A cells, luciferase, luminescence, MLSCN library; hit rate 0.89% among 190,000; AID 862, 2007; IL-6 STAT3-luciferase reporter; host cell line lacks STAT1; inhibition, % at 5.5 µM;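 active = inhibition above the mean inhibition across all screened compounds plus 3 SD, cut at about 44% in these data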;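 also: 0% = DMSO only wells and 100% = 100 µM nifuroxazide control wells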
bIAP inhibitor: bovine intestinal alkaline phosphatase inhibitors, primary screen, selectivity assay for TNAP inhibitor project, biochemical, bovine IAP, CDP-star luminescence. AID 1019, 2008. 190,000 tested, under 10 active. alkaline phosphatase, intestinal [Bos taurus]. inhibition, % at 20 µM. purified bovine IAP, 30 min;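 active = over 50% inhibition of intestinal alkaline phosphatase at 20 µM in the single-dose screen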
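System: Purified bovine intestinal alkaline phosphatase (IAP) enzyme | Input: IAP diluted 1/65,000,000 in the well | Also added: CDP-star chemiluminescent phosphatase substrate, 30 µM final | Dosing: 20 µM single dose | Times: Enzyme reaction for 30 min at room temperature | Detection: Luminescence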
Numbers without * were called inactive; . = no result given.

Values run as follows: PPARg SRC2 recr, ROMK primary, PPARg SRC-3 ag, TNAP act hiacc, STAT1 blocker, STAT3 activator, bIAP act, PPARg SRC1 recr, TR-FRET SRC-2 ct, STAT3 inh, bIAP inhibitor
1: COc1nonc1NCn1nc(C)cc1C
  5, -0.43, 2, 1, 2, 98, 0.9, 0, 1802, 7, 7
2: CCOc1ccc(CCNC(=O)Cn2ccc3ccccc3c2=O)cc1OCC
  -2, 1.2, 2, 1, 1, 105, 1, 0, 1934, 1, 1
3: COc1cc(C2NC(=O)NC(C)=C2C(=O)OC(C)C)ccc1OC(=O)c1ccco1 (centres undefined)
  6, -0.7, 8, 1, -1, 100, 0.9, -5, 1495, 3, 6
4: Cn1cc(S(=O)(=O)CC(=O)N2CCc3ccccc32)c2ccccc21
  3, ., 15, 1.1, -2, 109, 1, 5, 1620, -2, 3
5: Cc1cccc(-n2cnc(C(=O)Nc3cccnc3)c2)n1
  3, 0.47, -4, 1, -44, 87, 0.9, -6, 1354, 16, 13
6: COc1cccc(-n2c(Cc3cc(=O)[nH]c(=O)[nH]3)nnc2SCC(=O)NC2CCCC2)c1
  5, ., 0, 1, -15, 102, 1, 4, 1457, 3, 4
7: COC(=O)Nc1sc2c(c1C(=O)N1CCOCC1)CCC(C)C2 (centres undefined)
  10, ., -5, 1, -3, 93, 1, 1, 1740, 11, 2
8: Cc1csc(NC(=O)CS(=O)(=O)Cc2ccccc2)n1
  6, -1.1, 2, 1, 2, 108, 1, 6, 1562, -8, -5
9: Nc1nc(SCC(=O)Nc2ccccc2)[nH]c(=O)c1NC(=O)c1cccs1
  -4, 0.28, 3, 1.1, 1, 98, 0.9, -1, 1575, 2, 14
10: O=C(O)c1ccc(CN2C(=O)c3ccccc3S2(=O)=O)cc1
  -2, ., -9, 1.1, -1, 101, 0.9, 4, 1518, -2, 11
11: CCOc1ccccc1OCC(=O)NN1Cc2ccccc2C1=N
  6, -0.28, 2, 1.1, 10, 106, 1, 7, 1489, -8, 4
12: CCCCNC(=O)CNC(=S)N(Cc1ccccc1)Cc1cccnc1
  8, -0.74, 1, 1, 4, 108, 0.9, -1, 1689, -9, 5
13: COc1ccc(C2CC(c3ccccc3)=NN2c2ccc(/C=N/NC(=O)c3ccncc3)cc2)cc1 (centres undefined)
  9, ., 12, 0.9, 0, 106, 0.7, 2, 1594, 0, 26
14: Cc1ccc2c(c1)C=CC(C)(C)S2(=O)=O
  1, 1, -4, 1, 5, 95, 0.9, 3, 1458, 9, 6
15: CCCN(CCC)C(=O)CC(c1ccccc1)c1cc(C)ccc1O (centres undefined)
  -4, -0.91, -7, 1.1, 1, 99, 1, -3, 1304, 7, 0
16: CCOC(=O)c1ccc2[nH]c(C)c(CCC(C)=O)c(=O)c2c1
  -2, 0.0059, -9, 1, -9, 102, 1, 2, 1621, 2, 1
17: O=S(=O)(c1ccc2c(c1)OCCO2)N1CCC(n2nnc3cc(F)ccc32)CC1
  4, ., 7, 1, 3, 98, 2.1*, -7, 1649, 6, -113
18: COc1ccccc1NCC(=O)Nc1cc(S(=O)(=O)N2CCOCC2)ccc1N1CCOCC1
  5, ., 2, 1.1, 3, 96, 1, 10, 1583, 7, 1
19: COc1ccc(S(=O)(=O)N(CCc2ccccc2)CC(N)=O)cc1
  8, 0.28, 4, 1, 0, 103, 0.9, 5, 1824, 4, 6
20: Cc1cc(NC(=S)NC(=O)c2ccccc2)ccc1-c1cc2ccccc2oc1=O
  -3, -0.23, 1, 0.9, 0, 98, 1, 1, 1544, 0, -4
21: COc1ccc(-c2[nH]ncc2CN2CCC(N3CCSCC3)CC2)cc1F
  1, ., 1, 1.1, 6, 109, 1.3, 1, 1476, -7, -33
22: CCN(CC)S(=O)(=O)c1ccc(NC(=O)CSc2cccc[n+]2[O-])cc1
  5, -0.11, -2, 1, -7, 108, 0.9, 2, 1560, -3, 6
23: CSC(=S)N/N=C/c1ccccc1
  2, 6.2*, 2, 1.1, 5, 117, 1, -3, 1517, -18, 0
24: COc1cccc(CN=c2c([N+](=O)[O-])nn(-c3ccccc3C)n2O)c1
  -3, -0.47, 0, 1, 9, 94, 0.9, 5, 1401, 12, 11
25: Cc1ccc(-c2noc(CSc3nc(N)cc(N)n3)n2)cc1
  1, ., -5, 1, -31, 100, 0.7, -7, 1566, 3, 25
26: CCCCOCCCNC(=O)c1ccc([N+](=O)[O-])c(C)c1
  6, -0.6, -2, 1, -4, 92, 0.9, 1, 1574, 10, 8
27: CCc1ccc(NC(=O)CC2C(=O)NCCN2C(=S)Nc2ccccc2)cc1 (centres undefined)
  0, ., 6, 1, -1, 111, 1.1, -4, 1383, -12, -15
28: O=C(O)c1ccccc1NS(=O)(=O)c1cccc2cccnc12
  5, -0.054, 7, 1, 5, 103, 0.9, 2, 1463, 0, 9
29: CCCS(=O)(=O)N1CCN(Cc2ccco2)CC1
  2, ., 1, 1, 1, 101, 1.1, 0, 1641, 4, -6
30: CN(C)S(=O)(=O)c1cccc(NC(=O)c2cc3ccccc3o2)c1
  4, -0.082, 8, 1, -6, 95, 0.8, 4, 1504, 6, 19
31: O=C(NC1=NCCS1)C12CC3CC(C1)CC(C(=O)NC1=NCCS1)(C3)C2
  8, 0.21, -8, 1, -8, 109, 1, 6, 1452, -7, 2
32: CCN(CC)c1ccc(NC(=O)COC(=O)CCC(=O)c2ccc(F)cc2)cc1
  6, 0.033, 12, 1, -11, 104, 0.9, 3, 1593, -6, 10
33: COc1ccc(CONS(=O)(=O)c2ccc(NC(C)=O)cc2)cc1Cl
  -3, ., 0, 1, -3, 96, 1, -1, 1438, 9, 1
34: O=C1NC(=S)S/C1=C\c1coc2ccccc2c1=O
  2, -4.6*, 5, 0.7, 6, 103, 1, 8, 1542, -2, 2
35: COc1ccc(NC(=O)CSc2nnc(-c3ccccc3Cl)n2Cc2ccco2)c(OC)c1
  6, -0.87, 1, 1.1, 6, 98, 1.1, 7, 1448, 12, -9
36: CCCCn1nc2cc(C(=O)NCc3cc(C(F)(F)F)cc(C(F)(F)F)c3)ccc2c1OCC
  -1, ., -16, 1.1, -1, 81, 0.8, 2, 1611, 26, 20
37: CC(C)Cc1nnc(NC(=O)Cc2cccs2)s1
  14, -0.33, 8, 1, 7, 91, 1, 3, 1479, 15, 1
38: CC(C)NC(=S)NNc1nc2ccccc2s1
  2, -0.058, 6, 1, -9, 102, 1, 5, 1509, 0, 0
39: COC(=O)CSc1nnc(C)n1-c1ccc(C)cc1
  1, -1.1, 6, 1, -8, 100, 0.9, -6, 1374, 6, 8
40: CN(C)c1ccc(N/C=C/C(=O)c2ccccc2)cc1
  13, ., 21, 0.9, 45*, 33, 0.6, 9, 1663, 84*, 38
41: O=C1CN(c2nc(-c3cccnc3)nc3scc(-c4ccccc4)c23)CCN1
  7, -0.22, 7, 1, -2, 114, 1.2, 13, 1537, -8, -17
42: O=C(NCc1cccnc1)c1cc(-c2cccs2)on1
  5, 0.16, -6, 1, -14, 115, 0.9, 6, 1449, -16, 15
43: O=C(O)Cn1c(SCc2ccccc2)nc2ccccc21
  9, -0.12, 1, 1.1, 0, 102, 0.8, 2, 1648, 2, 20
44: Cc1c(NC(=O)CN2C(=O)c3cccc4cccc2c34)c(=O)n(-c2ccccc2)n1C
  -3, ., 4, 1, -5, 100, 1, 0, 1384, 3, 1
45: CC1(C)CC(=O)C(C(=O)c2ccccc2)C(=O)C1
  -2, 0.68, 0, 1.1, -2, 101, 0.9, -7, 1600, 1, 7
46: COc1cc(CNCc2ccc(SC)cc2)cc(OC)c1
  -5, -2.4, -5, 1.1, 6, 103, 0.6, 1, 1436, -1, 36
47: Cc1ccc(-c2cc(C(=O)OCC(=O)Nc3cc(C)on3)c3ccccc3n2)c(C)c1
  -2, ., -5, 1, 6, 106, 0.9, 10, 1491, -2, 8
48: CCN(CC)CCN(Cc1cc2cc3c(cc2[nH]c1=O)OCO3)C(=S)NCc1ccco1
  1, -1.6, -2, 1, -1, 104, 1.1, 6, 1487, -2, -7
49: COc1cc2[nH]c(=O)n(CCCCCC(=O)N3CC=C(c4ccccc4)CC3)c(=O)c2cc1OC
  8, -1.7, -5, 1.1, -2, 100, 1.1, -4, 1301, -4, -6
50: COc1ccc(-c2cc(C(=O)NC(C(=O)O)C(C)C)c(C)o2)cc1OC (centres undefined)
  0, 0.81, 10, 1.1, -14, 108, 1, 10, 1822, -7, 4
51: S=C(NCC1CCCO1)NC1CCCC1 (centres undefined)
  4, 1.1, -1, 1, -8, 99, 1, -3, 1565, 6, -3
52: CCN(CC)CCCCOc1ccccc1OC
  8, ., 4, 1, 1, 93, 0.9, 3, 1706, 14, 6
53: COc1ccc(CCCC(=O)NC(C)c2ccccc2)cc1 (centres undefined)
  3, ., -1, 1.1, -1, 108, 1, 8, 1433, -7, 4
54: COc1ccc(C(=O)N2CCN(C(=O)Cc3ccccc3)CC2)cc1OC
  -5, 1.5, -9, 1.1, 5, 104, 0.9, -14, 1396, 0, 13
55: [O-][n+]1cccc2ncc3cscc3c21
  1, 0.086, 5, 0.9, 11, 84, 0.8, 9, 1674, 22, 18
56: COC(=O)C1=C(O)/C(=C\c2cc(C)n(-c3ccccc3C)c2C)N=C1C
  6, 1.5, 9, 0.9, -1, 108, 0.8, 6, 1705, -3, 16
57: CCCCOc1ccc(C(=O)Nc2ccc(S(=O)(=O)Nc3cc(C)on3)cc2)cc1OC
  0, -0.033, -2, 1.1, -12, 101, 1, -4, 1233, 1, 3
58: COCC(=O)Nc1nc2ccc(C)cc2s1
  9, 0.036, 4, 1, -30, 84, 1, -5, 1537, 22, 4
59: CCOC(=O)c1ccc(NC(=O)NC2CC3CCC(C2)N3Cc2nnnn2C(C)(C)C)cc1 (centres undefined)
  -1, ., 0, 1.1, -4, 97, 1, 1, 1472, 7, 1
60: Cc1ccc(C)c(N2CCN(CC3CC=CCC3)CC2)c1 (centres undefined)
  4, -0.73, 10, 1, -10, 90, 0.9, 5, 1668, 17, 10

Screening results (PubChem)
